High-throughput results: PubChem, National Center for Advancing Translational Sciences (NCATS)
AMA1-RON2 inh: qHTS for Inhibitors of AMA1-RON; Towards Development of Antimalarial Drug Lead: Primary Screen; Plasmodium falciparum AMA1 (3D7) - RON2 peptide interaction; AlphaScreen AMA1-biotinylated RON2 peptide binding; Potency, µM (titrated, usually from 58.2 µM), without a hit: at the top dose activity change, negative = inhibition, most hits filed as inhibitors; 360,000 tested, 0.2% active;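 also: potency is read from the fitted curve at half-maximal effect; 0% = vehicle wells and -100% = peptide control; nearly all actives have a fitted effect of over 45% in size; some results filed as inactive show a strong effect at the top dose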
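AMA1 (3D7) with his tag at 25 nM final met compounds first, then biotinylated RON2 peptide at 25 nM; detection used donor plus acceptor beads, 10 µg/mL apiece, read by AlphaScreen after 30 min at room temperature.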
Sm TGR block: qHTS Assay for the Inhibitors of Schistosoma Mansoni Peroxiredoxins. Schistosoma mansoni thioredoxin glutathione reductase (TGR), Q962Y6. purified TGR, DTNB reduction, TNB absorbance 405 nm. Potency, µM (top dose mostly 114 µM), for the others: at the top dose activity change, negative = inhibition, most hits filed as inhibitors. 360,000 tested, 3% active. AID 485364, 2010; also: potency is read from the fitted curve at half-maximal effect; nearly all actives have a fitted effect of over 60% in size
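Kinetic colorimetric format: TGR-catalysed, NADPH-driven DTNB reduction monitored via TNB absorbance. Enzyme dispensed at 20 nM; compound exposure 15 min at room temperature before reaction start.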
FBPA Giardia inh: qHTS Assay for Inhibitors of Fructose-1,6-bisphosphate Aldolase from Giardia Lamblia. A8B2U2. purified Giardia FBPA. Potency, µM (doses to about 59.6 µM), inactives show top-dose activity, negative = inhibition, usual class: inhibitors. 290,000 tested, 0.71% active. AID 2451, 2010; also: potency is read from the fitted curve at half-maximal effect; nearly all actives have a fitted effect of over 55% in size
Target sequence (A8B2U2 whole entry, looked up): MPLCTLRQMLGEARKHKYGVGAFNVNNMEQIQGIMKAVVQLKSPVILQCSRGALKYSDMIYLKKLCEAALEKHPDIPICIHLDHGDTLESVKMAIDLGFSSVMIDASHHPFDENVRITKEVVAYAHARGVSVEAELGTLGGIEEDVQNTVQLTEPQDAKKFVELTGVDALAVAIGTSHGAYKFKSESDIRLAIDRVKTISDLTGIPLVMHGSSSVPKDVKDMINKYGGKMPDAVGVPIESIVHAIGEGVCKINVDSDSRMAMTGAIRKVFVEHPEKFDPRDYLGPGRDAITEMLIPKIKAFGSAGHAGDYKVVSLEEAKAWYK
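40 nM FBPA preincubated 10 min at RT with compound (up to 57.5 uM final), then substrate plus GAPDH/TPI/NAD/arsenate coupling and diaphorase/resazurin added. Fluorescence read after 20 min at RT, 525/598 nm.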
HCMV antiviral: qHTS Assay for inhibitors of the human cytomegalovirus (HCMV); HFF cells, HCMV-luciferase reporter, 72 h; hits give low values; activity change, negative = inhibition, % at 57.5 µM; 410,000 tested, 4.5% active; in the data active = activity change below about -60%; inconclusive = no clear call, values can overlap the other calls; inactive = above about -39%
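Luciferase read-out from HCMV-luciferase-infected HFFs (MOI 1 PFU/cell) 72 h post infection at 37C; compounds added after 16 h cell attachment; activity normalized between buffer-only basal and Salinomycin (10uM) inhibitor controls.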
AmpC inh detg: qHTS Inhibitors of AmpC Beta-Lactamase (assay with detergent) | P00811 | AmpC hydrolysis of nitrocefin, absorbance 480 nm, 0.01% Triton | Potency, µM (highest dose often 114 µM), without a hit: at the highest dose activity change, negative = inhibition, most hits filed as inhibitors | 370,000 tested, 0.041% active;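 also: potency is read from the fitted curve at half-maximal effect; 0% = no-compound wells and -100% = no-enzyme wells; nearly all actives have a fitted effect of over 25% in size; some results filed as inactive show a strong effect at the top dose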
Target sequence (P00811 whole entry, looked up): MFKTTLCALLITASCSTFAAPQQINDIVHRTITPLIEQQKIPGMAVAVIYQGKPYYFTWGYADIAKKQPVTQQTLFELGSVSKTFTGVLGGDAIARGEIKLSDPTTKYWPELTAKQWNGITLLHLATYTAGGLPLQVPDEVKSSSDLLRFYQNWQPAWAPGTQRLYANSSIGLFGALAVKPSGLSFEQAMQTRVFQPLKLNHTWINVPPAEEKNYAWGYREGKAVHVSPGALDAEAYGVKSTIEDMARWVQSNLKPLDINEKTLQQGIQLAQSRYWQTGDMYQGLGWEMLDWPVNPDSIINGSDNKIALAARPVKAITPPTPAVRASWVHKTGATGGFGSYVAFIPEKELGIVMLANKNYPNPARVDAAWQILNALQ
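AmpC (5.3 nM in the dispensed reagent) in 20 mM phosphate pH 7.0 with 0.01% (detergent screen) or 0.0001% Triton X-100 was preincubated with compounds for 15 min at room temperature. Nitrocefin was then added from an 800 uM solution, and hydrolysis was followed at 480 nm.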
HCV inhibitor: qHTS Assay for Inhibitors of Hepatitis C Virus (HCV); Huh7.5.1 HCVcc-Cre infection, luciferase reporter, 44 h; Potency, µM (highest dose often 41.8 µM), inactives show at the highest dose activity change, negative = inhibition, usual class: inhibitors; 340,000 tested, 3.4% active; also: potency is read from the fitted curve at half-maximal effect
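Cells (1,000/well) were plated 4 h before compound, then infected with HCVcc-Cre virus (~0.5 moi). After 44 h further culture, infection was read as luciferase luminescence following a 15 min substrate incubation at room temperature.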
An asterisk follows results filed as active; ? = inconclusive; . = no result given; & = joins results of further samples; ! = not active in a repeat; [ ] = remark or other dose. Unless noted, calls follow the shape of the dose curve; as a rule, active = well fitted curve in the direction sought with a large enough effect; inconclusive = small, poorly fitted or top-dose-only effect, or another doubt; inactive = no such curve, though single readings can be large; an effect the other way counts as inactive or inconclusive. Unless noted, % is scaled to controls: 0 for no effect and ±100 for the full control effect.

SMILES	AMA1-RON2 inh	Sm TGR block	FBPA Giardia inh	HCMV antiviral	AmpC inh detg	HCV inhibitor
CCOc1ccc2oc(=O)cc(CN3CCN(C(=O)c4ccc(Cl)cc4)CC3)c2c1	.	-7%	.	-67*	-7%	.
Cn1cnnc1SCC(=O)c1c(N)n(Cc2ccccc2)c(=O)n(C)c1=O	17%	2%	4%	-64*	2%	8%
COCCCN(Cc1ccco1)C(=O)c1cc2c(s1)-c1ccccc1OC2	.	-2%	.	-35	2%	.
Cc1c(N=CN2CCOCC2)c(=O)n(C)c(=O)n1C	23%	3%	3%	37	-12%	3%
C=CCOc1ccc(/C=N/NC(=O)CC(=O)NC2CCCCC2)cc1	0%	0%	6%	-31	?	16%
COc1ccc(NC(=O)CSc2nnc(-c3ccco3)c(-c3ccco3)n2)cc1OC	-5%	5.6µM*	-10%	36	-3%	-11%
Cc1ccn2c(=O)cc(COc3ccc(NC(=O)COc4ccccc4)cc3)nc2c1	.	7%	.	-3	14%	.
COC(=O)CSc1ncnc2c1cnn2-c1ccc(C)cc1C	1%	6%	-5%	-3	7%	-15%
CC1=C(C(=O)Nc2ccccc2)C(c2ccc(N(C)C)cc2)NC(=O)N1 (configuration not stated)	2%	6%	3%	10	?	4%
COc1cc(C(=O)OCC(=O)NCCC2=CCCCC2)ccc1OCC(C)C	19%	-22%	.	-12	-10%	2%
O=C(NCc1ccccn1)c1ccc2c(=O)n3nc(Nc4ccccc4)sc3nc2c1	4%	-2%	20%	9	-8%	-25%
CC1(C)CC(=O)c2c(nc(SCC(=O)Nc3nsc(-c4ccccc4)n3)c(C#N)c2-c2ccccc2)C1	112%[activator]	2%	1%	-1	2%	?
Cc1ccccc1NS(=O)(=O)c1ccc(C(=O)NCC(c2ccco2)N(C)C)cc1 (configuration not stated)	5%	-5%	.	-17	?	-8%
CCOC(=O)c1cc(-c2ccccc2)sc1NC(=O)C(C)Sc1nnnn1C (configuration not stated)	8%	2%	-5%	25	-7%	?
COc1ccc(NC(=O)CC(C)NCCCN2CCCC2=O)cc1 (configuration not stated)	?	-1%	?	-24	?	8%
CCOC(=O)CSc1nc(C(C)C)nc2ccccc12	8%	9%	11%	-16	-3%	-20%
CN1C(=O)NC(=O)/C(=C/c2ccc([N+](=O)[O-])o2)C1=O	?	5µM*	18µM*	-3	-8%	12%
ON1C2CCCCC2N(O)C1c1c(F)c(F)c(F)c(F)c1F (configuration not stated)	11%	-4%	2%	-16	1%	-3%
Cc1cc(C)n(CC(=O)Nc2cc(F)ccc2F)c(=O)c1C#N	.	4%	.	-4	2%	.
COc1ccccc1NC(=O)C(C)OC(=O)C1CCC(C(C)(C)C)CC1 (configuration not stated)	9%	0%	.	-3	-11%	-7%[8.37 µM]
CCCC[N+](CC#Cc1ccccc1)(CCCC)CCCS(=O)(=O)[O-]	14%	3%	0%	?	4%	12%
COc1ccc(OCC(=O)NCCc2ccc(S(N)(=O)=O)cc2)cc1	1%	-3%	2%	49	0%	9%
O=C(C[C@H]1C/C=C\CC[C@@H](Cc2ccc(F)cc2)C(=O)O[C@H](c2ccccc2)CNC1=O)N[C@H](CO)Cc1ccccc1	-5%	.	.	-12	.	4%
Nc1c(-c2ccccc2)n[nH]c1-c1ccccc1	-9%	0%	-1%	72	2%	-11%
CCc1ccc(C(C)NC(=S)NCc2ccc(F)cc2)cc1 (configuration not stated)	24%	3%	9%	29	-1%	?
CCOc1ccc2nc(C)cc(C(=O)O)c2c1	1%	-2%	-13%	0	2%	-1%
O=C(Nc1cc(C(F)(F)F)ccc1N1CCOCC1)c1c(F)c(F)c(F)c(F)c1F	-5%	11%	-6%	?	?	10%
O=C(Nc1ccc(F)cc1Cl)c1ccc2c(=O)n3c(nc2c1)CCC3	-21%	3%	.	43	0%	15%
O=C(c1ccccc1F)N(Cc1ccccc1)C1CCS(=O)(=O)C1 (configuration not stated)	-2%	23%	11%	26	3%	16%
COc1cc(CN(CC(C)C)S(=O)(=O)c2ccccc2Br)cc(OC)c1	-8%	.	.	-23	.	?
CCC(C)C1Nc2ccc(C(=O)NCc3ccc4c(c3)OCO4)cc2NC1=O (configuration not stated)	-11%	-8%	-9%	9	-8%	-19%
COc1ccc(N2C(=O)C(Cl)=C(Nc3ccccc3OC)C2=O)cc1	-16%	-1%	-5%	26	-14%	23%
CC(COc1ccccc1)OC(=O)Nc1ccccc1 (configuration not stated)	9%	.	.	-11	.	-19%
CC(=O)c1ccccc1N(C(=O)c1ccco1)C(C(=O)NC1CCCC1)c1ccc(C)cc1 (configuration not stated)	-12%	-2%	2%	?	-6%	3%
Cc1cc(C)c(Cn2c3ccccc3c3cnn(CC(=O)NCc4ccccn4)c(=O)c32)c(C)c1	24%	1%&-5%	4%	-62*!	-4%&-3%	?
CCOc1ccc(N(CC(=O)NCCc2ccc(OC)cc2)S(C)(=O)=O)cc1	-6%	5%	4%	-24	4%	15%
CCCN1CCN(CCCNC(=O)CCn2nc(-c3ccccc3)ccc2=O)CC1	-4%	21%	2%	16	7%	10%
COc1ccc(-c2nc(C)c(CCNC(=O)C(=O)Nc3ccccc3OC)s2)cc1	.	-1%	.	-23	3%	.
Cc1ccc(CNS(=O)(=O)c2ccc3c(c2)CCN3C(=O)C2CCC2)cc1	5%	0%	.	-23	-1%	7%
Cc1noc(C)c1COC(=O)C1COc2ccccc2O1 (configuration not stated)	-12%	1%	6%	37	-12%	10%
COc1ccc(CCNC(=O)c2cc3c(F)cccc3s2)cc1OC	-22%	-5%	-2%	-9	?	?
Cc1cc(Cl)c(S(=O)(=O)NCc2cccnc2)cc1OCC(=O)NC1CCCCC1	13%	41%[activator]	1%	-25	?	-10%
COC(=O)c1ccccc1NC(=O)CN(C1CCCCC1)S(C)(=O)=O	5%	1%	-3%	12	-14%	?
COc1ccc(C)cc1NC(=O)COC(=O)Cc1ccc(-c2ccccc2)cc1	2%[11.6 µM]	4%	-3%	32	20%	-30%
O=C(CNC(=O)N1CC(=O)Nc2ccccc21)NCCc1ccc(Cl)cc1	-1%	20%	.	15	4%	7%
COc1ccc(OC)c(S(=O)(=O)N2CCCC(C(=O)NCCc3ccccc3)C2)c1 (configuration not stated)	0%	37%[activator]	.	-20	-3%	-22%
Cc1cc(C(=O)COC(=O)c2ccc[nH]c2=O)c(C)n1C	17%	1%	6%	-20	-2%	4%
COc1cccc(-n2ccnc2SCC(=O)Nc2cc(OC)ccc2OC)c1	-29%	0%	-1%	2	-7%	?
Cc1cccc(C(C#N)c2nc3ccccc3nc2C(F)(F)F)c1 (configuration not stated)	-4%	.	.	14	.	0%
CCc1cccc(CC)c1NC(=O)COC(=O)c1ccc2c(c1)S(=O)(=O)c1ccccc1C2=O	10%	-11%	1%	-16	-8%	3%
COc1cccc(CNCCNC(=O)c2ccco2)c1OC	0%	-11%	-28%	21	?	13%
COc1ccc(S(=O)(=O)N2CCNCC2)cc1	10%	0%	-1%	-17	-16%	6%
CCOc1ccccc1CNCCN1CCOCC1	-5%	-29%	?	67	-12%	2%
Cc1ccccc1C(=O)Nc1scc(-c2ccc(Br)cc2)c1C(=O)O	15%	.	.	-38	.	7%
COc1ccccc1CNC(=O)CCc1cn(C)c2ccccc12	-13%	11%	5%	?	1%	-17%
Cc1cc(NC(=O)c2sccc2C)n(-c2nc3ccccc3[nH]2)n1	69%[activator]	.	16µM*	-70*	6%	11µM*
COc1cccc(OCc2cc(C(=O)NCC3CCCCC3)no2)c1	8%	1%	-1%	35	?	1%
O=S(=O)(NCc1ccccn1)c1cc(C(F)(F)F)ccc1Cl	30%[activator]	6%	-6%	-38	-2%	-2%
Cc1ccc(NC(=O)CCn2nc(-c3ccccc3)c3ccccc3c2=O)c(C)c1	.	0%	.	-30	-3%	.
CCOC(=O)N1CCN(C(=O)c2cc3c(s2)-c2c(C)cccc2OC3)CC1	15%	-14%	-9%	-2	-12%	-10%
Next section
SMILES	AMA1-RON2 inh	Sm TGR block	FBPA Giardia inh	HCMV antiviral	AmpC inh detg	HCV inhibitor
Cc1cc(-c2ccccc2)nc(N/N=C/c2ccccc2F)n1	57%[activator]	-3%	?	-8	0%	?
CCOc1ccccc1-n1nnnc1SCC(=O)NC(=O)Nc1ccc2c(c1)OCCO2	0%	-4%	-1%	-13	-1%	-10%
Cc1ccc(CN2CCCN(Cc3c(F)cccc3Cl)S2(=O)=O)cc1	38%[activator]	-1%	1%	-13	-5%	-7%
COc1cc(/C=C(\C#N)C(N)=O)ccc1OS(=O)(=O)c1ccc(C)cc1	9%	1%	-13%	-32	1%	32%[activator]
CC(Sc1nnc(-c2ccccc2F)o1)C(=O)Nc1ccc(N2CCOCC2)cc1 (configuration not stated)	-13%	-9%	.	-24	-20%	25%
COc1cccc2c(SCC(=O)N/N=C/c3ccccc3)cc(C)nc12	-8%	-14%	-5%	-16	-4%	2%
Nc1c(C(=O)NC2CC2)c2nc3ccccc3nc2n1-c1ccc2c(c1)OCO2	-2%	2%	-26%	-18	-7%	?
COc1cc(CN2CCN(C3CCC3)CC2CCO)cc(OC)c1 (configuration not stated)	7%	-12%	-1%	14	-14%	17%
CC(O)[C@H]1CNCCN1CCc1cc(C(F)(F)F)cc(C(F)(F)F)c1 (some centres not stated)	12%	-16%	.	-14	-2%	4%
O=C(NCc1ccco1)c1cc(-c2cccnc2)nc2ccccc12	-5%	?	14%	-2	-1%	2%
Cc1ccc(C(=O)NNC(=O)c2cc3ccccc3cc2O)cc1	119%[activator]	-10%	-25%	16	-15%	-23%
Cc1cccc(NC(=O)CCS(=O)(=O)c2cc(Br)cc3c2N(C(=O)C2CC2)CC3)c1	.	-2%	.	13	1%	.
CCOc1ccccc1NC(=O)C1CCN(S(=O)(=O)c2ccc3c(c2)CC(C)N3C(C)=O)CC1 (configuration not stated)	.	6%	.	-4	-8%	.

Entries above that contain a COOH group (2):
SMILES	AMA1-RON2 inh	Sm TGR block	FBPA Giardia inh	HCMV antiviral	AmpC inh detg	HCV inhibitor
CCOc1ccc2nc(C)cc(C(=O)O)c2c1	1%	-2%	-13%	0	2%	-1%
Cc1ccccc1C(=O)Nc1scc(-c2ccc(Br)cc2)c1C(=O)O	15%	.	.	-38	.	7%

Taken from above:
Cc1ccc(CN2CCCN(Cc3c(F)cccc3Cl)S2(=O)=O)cc1 @ AMA1-RON2 inh: 38%[activator]
Cc1ccc(C(=O)NNC(=O)c2cc3ccccc3cc2O)cc1 @ HCV inhibitor: -23%
COc1cccc2c(SCC(=O)N/N=C/c3ccccc3)cc(C)nc12 @ Sm TGR block: -14%
CCOc1ccccc1NC(=O)C1CCN(S(=O)(=O)c2ccc3c(c2)CC(C)N3C(C)=O)CC1 (configuration not stated) @ HCMV antiviral: -4
CCOc1ccccc1-n1nnnc1SCC(=O)NC(=O)Nc1ccc2c(c1)OCCO2 @ HCMV antiviral: -13
